# inhibitors of VEEV = inhibitors of VEEV TC-83 cytopathic effect, confirmation, Vero cells (AID 588727) | 0.13% of 350,000 active | Vero cells, VEEV TC-83 cytopathic effect inhibition; higher % means a stronger effect | one-dose inhibition, % at 20 µM; IC50 in µM for titrated hits; in the data active = a potency from the dose series; inconclusive = inhibition mostly from about 14% at the one dose, without a potency; inactive = the rest, 99 in 100 with inhibition below about 12%; also: strong numbers were not always called active
# tuberculosis growth = growth inhibition of non-replicating M. tuberculosis (AID 488890); Mycobacterium tuberculosis non-replicating, growth inhibition; higher % means a stronger effect; one-dose inhibition, % at 25 µM; IC50 in µM for titrated hits; 0.39% of 320,000 active; in the data active = a potency from the dose series; inconclusive = inhibition mostly from about 82% at the one dose, without a potency; inactive = the rest, 99 in 100 with inhibition below about 76%;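 also: plate controls were DMSO cells for no effect and high antibiotic wells for full effect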
# PhoP GFP inhibition = PhoP regulon inhibitors, Salmonella typhi PhoP promoter GFP reporter, confirmatory (AID 1850); Salmonella Typhi PhoP-promoter GFP reporter, fluorescence, 4 h; higher % means a stronger effect; one-dose inhibition, % at 50 µM; IC50 in µM for titrated hits; 0.33% of 310,000 active; in the data active = a potency from the dose series; inconclusive = inhibition mostly from about 25% at the one dose, without a potency; inactive = the rest, 99 in 100 with inhibition below about 19%;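 also: 0% = induced wells with vehicle and 100% = uninduced wells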
# influenza NS1A = NS1A inhibition, H1N1 influenza, cell based functional assay (AID 504329) | 0.3% of 340,000 active | NS1A functional cell-based assay, percent inhibition; higher % means a stronger effect | inhibition, % at 12.5 µM, or IC50 in µM where a hit was titrated; in the data active = a potency from the dose series; inconclusive = inhibition above about 27% without an active follow-up result; also: strong numbers were not always called active
# M. tuberculosis HTS = M. tuberculosis growth inhibition, HTS (AID 449762); M. tuberculosis H37Rv growth inhibition, 7H9 media; higher % means a stronger effect; inhibition, % at 25 µM, or IC50 in µM where a hit was titrated; 0.59% of 330,000 active; in the data active = a potency from the dose series; inconclusive = inhibition above about 70% without an active follow-up result;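 also: bacterial growth assessed after seven days of incubation; strong numbers were not always called active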
# inhibitors of VEEV 10K pilot screen = second read-out of inhibitors of VEEV, no call of its own (marks repeat the call); inhibition, %; measured here: 10K pilot screen inhibition
# Numbers without * were called inactive; i = inactive; ? = inconclusive; · = not tested or not shown.
# Preview (two entries):
SMILES,inhibitors of VEEV,tuberculosis growth,PhoP GFP inhibition,influenza NS1A,M. tuberculosis HTS,others
COc1ccccc1-c1sc2cc3c(cc2c1C#CCO)OCO3,0.1%,21%,·,3%,8%,
Cc1ccc(-n2c(Cn3nc(C(F)(F)F)cc3C)n[nH]c2=S)cc1,0.4%,-2%,-1%,12%,2%,

# All compounds of this part, from the first entry:
SMILES,inhibitors of VEEV,tuberculosis growth,PhoP GFP inhibition,influenza NS1A,M. tuberculosis HTS,others
COc1ccccc1-c1sc2cc3c(cc2c1C#CCO)OCO3,0.1%,21%,·,3%,8%,
Cc1ccc(-n2c(Cn3nc(C(F)(F)F)cc3C)n[nH]c2=S)cc1,0.4%,-2%,-1%,12%,2%,
CCOc1ccc(NC(=O)CN(C)C(=O)c2ccc3c(c2)C(=O)N(CCC(C)C)C3=O)cc1OCC,1.2%,2%,-13%,-9%,-19%,
Cc1ccc(C)c(S(=O)(=O)N2CCCOC2CNC(=O)C(=O)NC2CCCCC2)c1 (stereo not drawn),4.0%,25%,4%,-6%,3%,
O=C(Nc1ccc(Nc2ccccc2)cc1)c1c(Cl)cccc1Cl,i,13%,3%,-19%,8%,
NC(=O)c1sc2nc3c(c(-c4ccc(Cl)cc4)c2c1N)CCCC3,0.4%,11%,-1%,-29%,0%,
O=C(c1cc2c(=O)oc3ccccc3c2s1)N1CCOCC1,2.6%,-10%,9%,1%,-1%,
CCOC(=O)N1CCN(S(=O)(=O)c2ccc(C(=O)N(CCN(C)C)c3nc4c(C)cccc4s3)cc2)CC1,1.4%,-6%,-8%,-2%,-14%,
O=C(COC(=O)C1(c2ccccc2)CC1)N1CCN(c2ccc(F)cc2)CC1,3.4%,25%,4%,2%,0%,
CCn1c(Cc2cccs2)nnc1SCC(=O)NC(C)(C)C,1.4%,-10%,-1%,-6%,9%,
CCN(CC)S(=O)(=O)c1ccc(OC)c(NC(=O)CSCc2c(C)noc2C)c1,1.1%,13%,·,2%,-3%,
O=C(O)CSCC(=O)N1N=C2/C(=C/c3ccccc3)CCCC2C1c1ccccc1 (stereo not drawn),0.1%,1%,-8%,6%,-6%,
O=C(NCc1cccs1)C1CCN(c2nc3ccccc3o2)CC1,i,-3%,6%,6%,1%,
CCOC(=O)C1=C(COC(=O)CCS(=O)(=O)c2ccc(C)cc2)NC(=O)NC1C (stereo not drawn),i,·,·,-1%,·,
CC(OC(=O)Cc1coc2ccc3ccccc3c12)C(=O)Nc1ncc(Cl)cc1Cl (stereo not drawn),0.0%,45%,-3%,1%,0%,
COC1CCN(C(=O)c2ccc3oc(Cc4ccc(Cl)cc4)nc3c2)CC1,i,15%,8%,6%,1%,
CCOC(=O)N1CCN(c2c(NCCc3ccc(C)cc3)c(=O)c2=O)CC1,0.8%,·,21%,4%,1%,
Cc1cccc(OCCC(=O)Nc2ccc(C)c(S(=O)(=O)N3CCOCC3)c2)c1,5.1%,16%,·,-7%,-3%,
CCCN(CCC)c1c([N+](=O)[O-])c(=O)oc2ccccc12,i,-13%,2%,10%,4%,
O=C(O)C1CCCCC1C(=O)Nc1cnn(Cc2ccccc2)c1 (stereo not drawn),5.3%,-2%,-12%,-2%,-1%,

# Structural class, the compounds so far with fluorine (two)
SMILES,inhibitors of VEEV,tuberculosis growth,PhoP GFP inhibition,influenza NS1A,M. tuberculosis HTS,others
Cc1ccc(-n2c(Cn3nc(C(F)(F)F)cc3C)n[nH]c2=S)cc1,0.4%,-2%,-1%,12%,2%,
O=C(COC(=O)C1(c2ccccc2)CC1)N1CCN(c2ccc(F)cc2)CC1,3.4%,25%,4%,2%,0%,

# Further results follow.
SMILES,inhibitors of VEEV,tuberculosis growth,PhoP GFP inhibition,influenza NS1A,M. tuberculosis HTS,others
O=C(NCc1cn2ccsc2n1)Nc1cccc(Cl)c1,1.1%,7%,-3%,0%,-8%,
COc1ccc(C(NC(=O)c2cccc(F)c2)c2ccccc2)cc1 (stereo not drawn),i,3%,-8%,-4%,-16%,
CCOc1ccc(S(=O)(=O)NCC2CCCO2)c2ccccc12 (stereo not drawn),i,30%,-3%,-1%,12%,
O=C(c1ccccc1)N(CCN1CCOCC1)C1(C(=O)Nc2ccccc2)CCCCC1,0.6%,5%,-7%,4%,6%,
O=C(NCc1ccccc1)c1cccc(NC(=O)c2ccco2)c1,0.5%,-2%,6%,-5%,-7%,inhibitors of VEEV 10K pilot screen=0.5
FC(F)(F)c1nnc2c(Sc3ccccc3)nc3ccccc3n12,0.8%,-4%,0%,-7%,0%,
CC(=O)OCCNc1cc(SCc2ccco2)c2nonc2c1[N+](=O)[O-],?,3µM*,-1%,14%,?,
COc1ccccc1CCNC(=O)C(=O)NCC1OCCN1S(=O)(=O)c1ccc(F)cc1 (stereo not drawn),1.7%,4%,-21%,-1%,-5%,
CSC(=S)N/N=C(\C)c1ccc(Br)cc1,4.9%,?,8%,-6%,58%,
O=C(NCC(F)(F)F)c1ccc(S(=O)(=O)N2CCN(C(=O)C3CCCO3)CC2)cc1 (stereo not drawn),0.5%,-8%,·,-2%,-5%,
CN(C(=O)CC(NC(=O)c1ccccc1)(c1ccccc1)c1ccccc1)c1ccccc1,5.6%,47%,-3%,-2%,-9%,
COc1ccc(NC(=O)c2ccc(OC(F)F)cc2)cc1Cl,1.2%,76%,3%,-27%,?,
COc1cc(NC(=O)C2=COCCO2)c(OC)cc1Cl,1.3%,2%,-4%,1%,5%,
Cc1noc(C)c1S(=O)(=O)N(C)C[C@H]1Oc2ccc(NC(=O)Cn3cnnn3)cc2C(=O)N([C@H](C)CO)C[C@@H]1C,0.4%,0%,·,-2%,0%,
COC(=O)c1cc(Br)c(=O)n(Cc2ccncc2)c1,0.3%,-6%,-7%,6%,1%,
Cc1cccc(C)c1-n1c(C)cc(/C=C2\NC(=O)NC2=O)c1C,3.1%,38%,-4%,6%,?,
COc1ccccc1Oc1c(C)oc2c(CN3CCOCC3)c(O)ccc2c1=O,i,-11%,0%,-11%,0%,
C=CCN([C@@H](CC(C)C)C(=O)OC)S(=O)(=O)N(CC=C)[C@@H](CC(C)C)C(=O)OC,i,14%,·,-5%,-12%,inhibitors of VEEV 10K pilot screen=0.0
CC(C)NC(=O)C(=O)NCCN1CCN(S(=O)(=O)c2ccc(Cl)cc2)CC1,1.3%,-8%,-6%,-3%,-10%,
Cc1cccc(CN2CCCC(C(=O)c3cccc(OC(C)C)c3)C2)n1 (stereo not drawn),i,61%,2%,1%,?,
Cc1ccc(NC(=O)COc2ccccc2C(=O)NCc2ccccc2)cc1,8.6%,27%,·,-8%,1%,
Cc1c(NC(=O)C(C)Sc2ccccc2)c(=O)n(-c2ccccc2)n1C (stereo not drawn),0.0%,-3%,3%,-6%,12%,
O=C(NCc1ccco1)c1ccccc1-c1ccc(C(F)(F)F)cc1,i,20%,-2%,5%,3%,
O=C(NCCCO)C(=O)NCCc1ccc(Cl)cc1,0.8%,-6%,-4%,-5%,0%,inhibitors of VEEV 10K pilot screen=0.7
C[C@@]12C(=O)N(c3ccc(Br)cc3)C(=O)N1[C@@H]1c3ccccc3OC[C@@H]1[C@H]2c1ccccc1,3.0%,25%,·,-7%,3%,inhibitors of VEEV 10K pilot screen=4.7
CCOCC(=O)Nc1cc(C(=O)Nc2cccc(C)c2C)ccc1Cl,i,2%,13%,6%,-5%,
COc1ccc(C(CCN2CCCCC2)c2c(O)cc(OC)cc2OC)cc1 (stereo not drawn),0.5%,28%,-4%,-2%,-4%,
COc1ccc(C(=O)NC(C)c2ccc(-n3ccnc3)cc2)cc1[N+](=O)[O-] (stereo not drawn),0.6%,·,11%,0%,-4%,
COc1ccc(C2N(C(=O)c3ccccc3)CCN2C(=O)c2ccc(C)cc2)cc1 (stereo not drawn),i,15%,5%,-9%,-12%,
O=C1OC(c2ccc(F)cc2)=C/C1=C\c1ccc(O)cc1,0.4%,49%,-2%,4%,5%,
CCOc1ccccc1-c1ccc(C(=O)NCc2ccccc2)o1,8.0%,21%,8%,6%,9%,
O=C(Nc1ccccc1)N1C2CCC1CC(O)(c1cccnc1)C2 (stereo not drawn),3.1%,-1%,-5%,-17%,-2%,
CCCCNC(=O)c1cc2c(C)cc(C)cc2[nH]1,0.6%,43%,-6%,0%,?,
Cc1ccc(C(=O)C(C)OC(=O)CCS(=O)(=O)c2ccc(C)cc2)cc1 (stereo not drawn),i,23%,·,8%,-11%,
Cc1nc2ccccc2cc1C(=O)N/N=C/c1ccc([N+](=O)[O-])cc1,i,12%,-3%,-3%,-1%,
Cc1ccc(NC(=O)C(C)N2C(=O)C3CC=C(Cl)CC3C2=O)cc1 (stereo not drawn),1.3%,-5%,-5%,3%,-2%,
O=C(O)C1CC=CCC1C(=O)Nc1ccc(Oc2ccc(Cl)cc2)cc1 (stereo not drawn),0.1%,72%,-3%,5%,-7%,
O=C(CNC(=O)c1ccc([N+](=O)[O-])cc1)N/N=C/c1c[nH]c2ccccc12,4.8%,12%,-6%,-4%,1%,
CCCC(=O)Nc1ccc2oc(-c3cncc(Br)c3)nc2c1,3.1%,-6%,9%,-28%,2%,
Cc1cc(C(=O)Nc2ccc3c(c2)OCO3)no1,6.1%,-3%,-4%,6%,-1%,
CN(C)c1ccc2c3c(ccc(N(C)C)c13)C(=O)OC2,i,-5%,4%,·,2%,
CCOC(=O)c1cnc(SCC(=O)Nc2cccc(OC)c2)nc1N,i,74%,-1%,2%,?,
O=[N+]([O-])c1ccc2nc(N3CCCC3)sc2c1,i,18%,-7%,-13%,7%,
CC1CN(CC(=O)c2ccccc2Cl)CC(C)O1 (stereo not drawn),0.0%,-3%,-15%,-8%,7%,
Cc1ccccc1Nc1ccc2nonc2c1[N+](=O)[O-],i,-10%,11%,-1%,8%,
CCN1C(=O)c2cccc3c(N)ccc(c23)C1=O,0.9%,9%,9%,-28%,4%,
COC(C[C@H]1O[C@H]1[C@H](O)[C@H](C)OCc1ccccc1)OC,0.8%,·,·,5%,·,

# A stretch of the results above, for reference:
SMILES,inhibitors of VEEV,tuberculosis growth,PhoP GFP inhibition,influenza NS1A,M. tuberculosis HTS,others
CN(C)c1ccc2c3c(ccc(N(C)C)c13)C(=O)OC2,i,-5%,4%,·,2%,
CCOC(=O)c1cnc(SCC(=O)Nc2cccc(OC)c2)nc1N,i,74%,-1%,2%,?,
O=[N+]([O-])c1ccc2nc(N3CCCC3)sc2c1,i,18%,-7%,-13%,7%,
